tuberculosis growth: growth inhibition of non-replicating M. tuberculosis (AID 488890); Mycobacterium tuberculosis non-replicating, growth inhibition; higher % means a stronger effect; inhibition, % at 25 µM, or IC50 in µM where a hit was titrated; actives 0.39% (n = 320,000); in the data active means a potency from the dose series; inconclusive means inhibition mostly from about 82% at the one dose, without a potency; inactive means the rest, 99 in 100 with inhibition below about 76%;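 further: plate controls were DMSO cells for no effect and high antibiotic wells for full effect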
H1N1 NS1A inhibition: NS1A inhibition, H1N1 influenza, cell based functional assay (AID 504329); actives 0.3% (n = 340,000); NS1A functional cell-based assay, percent inhibition; higher % means a stronger effect; one-dose inhibition, % at 12.5 µM; IC50 in µM for titrated hits; in the data active means a potency from the dose series; inconclusive means inhibition above about 27% without an active follow-up result; further: strong numbers were not always called active
Salmonella PhoP GFP: Inhibition of PhoP regulon, Salmonella typhi GFP reporter cells, confirmation, 4 h (AID 1850) | Salmonella Typhi PhoP-promoter GFP reporter, fluorescence, 4 h; higher % means a stronger effect | inhibition, % at 50 µM; hits with a dose series show IC50 in µM | actives 0.33% (n = 310,000); in the data active means a potency from the dose series; inconclusive means inhibition mostly from about 25% at the one dose, without a potency; inactive means the rest, 99 in 100 with inhibition below about 19%;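 further: 0% = induced wells with vehicle and 100% = uninduced wells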
H37Rv inhibition: M. tuberculosis growth inhibition, HTS (AID 449762) | M. tuberculosis H37Rv growth inhibition, 7H9 media; higher % means a stronger effect | inhibition, % at 25 µM; hits with a dose series show IC50 in µM | actives 0.59% (n = 330,000); in the data active means a potency from the dose series; inconclusive means inhibition above about 70% without an active follow-up result;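 further: bacterial growth assessed after seven days of incubation; strong numbers were not always called active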
inhibitors of VEEV: inhibitors of VEEV TC-83 cytopathic effect, confirmation, Vero cells (AID 588727) | Vero cells, VEEV TC-83 cytopathic effect inhibition; higher % means a stronger effect | inhibition, % at 20 µM, or IC50 in µM where a hit was titrated | actives 0.13% (n = 350,000); in the data active means a potency from the dose series; inconclusive means inhibition mostly from about 14% at the one dose, without a potency; inactive means the rest, 99 in 100 with inhibition below about 12%; further: strong numbers were not always called active
* = called active by the depositor; i = inactive; ? = inconclusive; · = no result given.

SMILES | tuberculosis growth | H1N1 NS1A inhibition | Salmonella PhoP GFP | H37Rv inhibition | inhibitors of VEEV
CCN(CC(=O)Nc1c(F)cccc1F)C(=O)CNC(=O)C1CCCCC1 | -7% | 0% | -8% | 2% | 4.1%
Cc1ccc(C(=O)NCC(c2ccco2)N2CCc3ccccc3C2)cc1C (stereo not given) | 16% | -8% | 6% | 55% | 3.5%
CN(c1ccc(OCC(=O)NCCc2ccccc2)cc1)S(=O)(=O)c1ccc(Cl)cc1 | -11% | -5% | 11% | -3% | 1.4%
Cc1ccc(CN(C(=O)Cn2nnc3ccccc32)C(C(=O)NCc2ccco2)c2ccc(C)o2)cc1 (stereo not given) | ? | -6% | 2% | -2% | 1.0%
C/C(=N\O)C(=O)NCC1CCNCC1 | -8% | -13% | 15% | -6% | 0.7%
CC1C(=O)N(Cc2ccc(F)cc2)c2ccccc2N1C(=O)c1c(F)cccc1F (stereo not given) | 14% | -14% | -14% | 2% | 3.8%
Cc1ccccc1OCC1Cn2c(nc3c2c(=O)n(C)c(=O)n3C)O1 (stereo not given) | 11% | -1% | -4% | -10% | i
CCOC(=O)/C(=C/C=C1\Sc2cc(OCC)c(OCC)cc2N1CC)C(C)=O | 29% | -2% | -41% | ? | 12%
C[n+]1ccccc1/C=C/c1ccc2ncccc2c1 | 19% | -1% | 8% | 7% | 0.7%
COc1ccccc1C(=O)NN=C1CCN(Cc2ccccc2)CC1 | -30% | 1% | -6% | 6% | 1.2%

A draw from above in order of molecular weight, high to low.
SMILES | tuberculosis growth | H1N1 NS1A inhibition | Salmonella PhoP GFP | H37Rv inhibition | inhibitors of VEEV
CN(c1ccc(OCC(=O)NCCc2ccccc2)cc1)S(=O)(=O)c1ccc(Cl)cc1 | -11% | -5% | 11% | -3% | 1.4%
CC1C(=O)N(Cc2ccc(F)cc2)c2ccccc2N1C(=O)c1c(F)cccc1F (stereo not given) | 14% | -14% | -14% | 2% | 3.8%
Cc1ccccc1OCC1Cn2c(nc3c2c(=O)n(C)c(=O)n3C)O1 (stereo not given) | 11% | -1% | -4% | -10% | i
C[n+]1ccccc1/C=C/c1ccc2ncccc2c1 | 19% | -1% | 8% | 7% | 0.7%

Remaining list, next part
SMILES | tuberculosis growth | H1N1 NS1A inhibition | Salmonella PhoP GFP | H37Rv inhibition | inhibitors of VEEV
Cc1ccc(CONC(=O)/N=C/N(C)C)cc1 | -7% | -21% | 5% | -7% | i
C=C1C(=O)O[C@@H]2C[C@@H](C)[C@@H]3C4OC4C(=O)[C@@]3(C)[C@@H](O)[C@H]12 (stereo not given in full) | ? | 1% | 9% | 3.6µM* | ?
O=C(C1CCCO1)N1CCN(S(=O)(=O)c2ccc(F)cc2)CC1 (stereo not given) | -6% | 8% | -2% | -2% | i
CCOc1c2ccc(C(=O)NCc3cc(C(F)(F)F)cc(C(F)(F)F)c3)cc2nn1CCOC | 5% | -1% | -2% | 1% | i
O=C(CCc1nc2ccccc2[nH]c1=O)OCc1ccc(S(=O)(=O)N2CCOCC2)cc1 | 5% | 3% | -2% | -2% | 0.3%
O=C(Nc1ccccc1)OC1C2CCC1C(N1CCCCC1)CC2 (stereo not given) | -7% | 7% | 13% | -2% | i
O=C(CCCn1c(=S)[nH]c2cc3c(cc2c1=O)OCO3)NCCc1ccccc1Cl | -14% | -9% | -3% | 1% | 1.4%
COc1ccccc1C(=O)NCCNc1nc2cc(C)cc(C)c2cc1C#N | -7% | -9% | -2% | 0% | 9.5%
COc1cc(C)c(Cl)cc1S(=O)(=O)NCc1ccco1 | 1% | -3% | 7% | -1% | 3.2%
CC1CN(C(=O)Nc2ccc3snnc3c2)c2ccccc21 (stereo not given) | · | 1% | -7% | 9% | 3.5%
CCC1CCCCN1CCCNC(=O)Cn1nc(C)n2nc(-c3ccccc3)cc2c1=O (stereo not given) | -7% | -4% | 1% | 2% | 0.7%
COc1ccc(Cl)cc1Nc1nc(C)nc2c1oc1ccccc12 | -4% | -7% | -2% | -2% | 3.4%
COc1ccccc1CNS(=O)(=O)c1ccc2c(c1)oc(=O)n2C | -30% | -8% | -2% | -8% | 1.6%
CC1CCCC(C)N1C(=O)c1ccc(S(=O)(=O)N2CCCC2)cc1 (stereo not given) | 5% | -7% | · | 4% | i
Cc1ccccc1NC(=O)COC(=O)c1ccc(CSc2ccc(Cl)cc2)cc1 | 3% | -1% | -3% | 2% | i
Cc1ccc(S(=O)(=O)N2CCOCC2)cc1C(=O)OCC(=O)c1ccc[nH]1 | 12% | -13% | · | -1% | 8.5%
CCOCc1nnc(NC(=O)C2CC(=O)N(CCc3ccc(F)cc3)C2)s1 (stereo not given) | 5% | -5% | 5% | 6% | 1.0%
CCCNC(=O)NC(=O)COC(=O)c1ccc(OC)c(S(=O)(=O)N2CCCc3ccccc32)c1 | 38% | 0% | 11% | -6% | 8.1%
CCCc1cc(C(=O)Nc2cccnc2Cl)no1 | ? | -2% | -1% | 8% | 5.8%
O=C(CC1SCCNC1=O)Nc1ccc(Cl)c(Cl)c1 (stereo not given) | 15% | 9% | 17% | 4% | 1.3%
COc1ccc(NC(=O)CCSCCC(=O)Nc2ccc(OC)cc2OC)c(OC)c1 | -10% | 3% | -4% | -7% | 0.8%
CCCn1c(N)c(N(CCOC)C(=O)c2ccc([N+](=O)[O-])cc2Cl)c(=O)[nH]c1=O | -19% | -3% | -10% | -1% | 0.4%
CCC(C)(C)NC(=O)C(c1ccc(C)o1)N(Cc1cccs1)C(=O)Cn1nnc2ccccc21 (stereo not given) | 3% | -14% | -14% | 0% | i
S=C(NCc1cccnc1)Nc1ccc(Cl)c(Cl)c1 | 67% | 2% | 20% | ? | i
Cc1ccccc1Nc1nc(N)nc(CSc2nc3ccccc3c(=O)n2C)n1 | 6% | -4% | 0% | 5% | 8.4%
CN1C(=O)/C(=C\c2ccccc2OCc2ccccc2)SC1=S | -10% | 10% | -8% | 14% | i
Cc1cccc2cc(C#N)c(NCCCn3ccnc3)nc12 | i | -24% | -15% | ? | i
CCc1ccccc1NC(=O)Nc1cccc(F)c1 | 13% | -8% | -7% | 5% | 0.5%
COc1ccc(S(=O)(=O)O/N=C2\CCCc3ccccc32)cc1 | 12% | -3% | -3% | -6% | 1.2%
COc1cc(CNC2CCCCCCC2)ccc1OCC(N)=O | -5% | -2% | 2% | -2% | 0.1%
COCCn1c(=NC(=O)CCS(=O)(=O)c2ccccc2)sc2cc(F)ccc21 | 56% | 3% | -5% | -3% | 5.5%
COC(=O)Nc1nn(-c2ccc(Cl)cc2)c(=O)c(C#N)c1C | -8% | 14% | 4% | -3% | 1.1%
O=[N+]([O-])c1cccc(S(=O)(=O)Nc2ccc(-c3ccc(N4CCOCC4)nn3)cc2)c1 | 26% | 4% | 1% | 6% | 2.3%
O=C(Cc1cccc2ccccc12)Nc1ccccc1Br | · | -5% | -8% | 5% | 1.3%
CCOC(=O)Cn1cnc2c(sc3nc(C)cc(C)c32)c1=O | -21% | 7% | 1% | 1% | i
CCc1sc(NC(=O)CN2CCC(C(N)=O)CC2)nc1-c1ccccc1 | 6% | -4% | -10% | 9% | 0.5%
CC1C/C(=N/N2C(=O)CSC2=S)CC(C)(C)C1 (stereo not given) | i | 4% | -8% | 0% | 0.1%
O=C(c1ccc(NS(=O)(=O)c2cccc3cccnc23)cc1)N1CCCCC1 | -2% | -6% | -3% | -3% | 1.7%
O=C1CSC(c2cccnc2)N1c1ccc(F)cc1 (stereo not given) | 7% | -9% | -4% | -19% | 2.4%
O=C(NCc1ccncc1)c1cncc(Br)c1 | -3% | 4% | -7% | -13% | 0.7%
CC1=C(C(=O)Nc2ccccn2)C(c2ccc(Cl)cc2Cl)NC(=S)N1 (stereo not given) | 2% | 4% | -10% | 0% | 0.5%
CSc1nc(SCC(N)=O)c2c3c(sc2n1)CN(C)CC3 | 14% | -11% | -6% | -9% | 2.0%
O=C(c1ccc(Cl)cc1)c1ccc(CN2C(=O)c3ccccc3C2=O)o1 | 9% | 0% | -10% | -2% | 5.1%
Cc1ccccc1C(=O)c1cccn1CC(=O)NCCCc1ccccc1 | 30% | -1% | -2% | 1% | 8.9%
COc1ccc(C)cc1NC(=O)c1nnn(Cc2cccc(C(F)(F)F)c2)c1N | 9% | -3% | -6% | 0% | 0.7%
Cc1ccc(OCCCn2ccnc2)c(Br)c1 | · | -10% | -4% | 0% | i
COc1ccc(NC(=O)CN(c2ccccc2F)S(=O)(=O)c2ccc(C)cc2)cc1 | -1% | -2% | -5% | 11% | 2.7%
O=C(O)COCC(=O)N1CCN(C(c2ccccc2)c2ccccc2)CC1 | -3% | -5% | 4% | -6% | 1.6%
CCOC(=O)c1cc(-c2ccc(C)cc2)nc2nc(SC)[nH]c(=O)c12 | -14% | 4% | -3% | 12% | i
O=C1c2ccccc2C(O)(c2ccccc2)N1CCc1ccccc1 (stereo not given) | 34% | -9% | -3% | 7% | 3.0%

Going on with the list.
SMILES | tuberculosis growth | H1N1 NS1A inhibition | Salmonella PhoP GFP | H37Rv inhibition | inhibitors of VEEV
N/C(=N\c1nc2c(c(=O)[nH]1)CCC2)Nc1cccc(Cl)c1 | -10% | -6% | 1% | -7% | 8.9%
CCOC(=O)C1(Cc2cccc(OC)c2)CCN(C(C)CC(C)(C)O)CC1 (stereo not given) | 16% | -3% | -4% | -8% | i
CCOCCCNc1ncnc2c1[nH]c1ccccc12 | 38% | -17% | 0% | 3% | 2.4%
CC(C)N1CSC(=S)N(Cc2ccccc2)C1 | 51% | 9% | 108µM* | 64% | 9.4%
COc1ccc(-c2csc(NC(=O)c3cccs3)c2C(=O)O)cc1OC | 32% | -4% | 10% | -3% | i
CCC1CCC(c2nnc(-c3ccc([N+](=O)[O-])cc3)o2)CC1 (stereo not given) | <0.1µM* | 7% | 0% | -4% | 0.2%
CCC(=O)NCCNc1nc2cc(C)c(C)cc2cc1C#N | -6% | 8% | -7% | -4% | 5.8%
CCn1c(-c2cccnc2)n[nH]c1=S | -1% | -3% | 15% | 0% | 2.4%
NC(=O)COC(=O)C(Cc1ccccc1)NS(=O)(=O)c1ccccc1F (stereo not given) | 14% | -1% | -3% | -1% | 2.5%
O=C(Nc1ccc(Oc2ccc(Cl)cc2)c(Cl)c1)c1cc(I)cc(I)c1O | ? | 3% | -13% | 5% | 13%
O=C1Nc2ccccc2CCc2ccccc21 | 3% | -4% | · | 2% | 0.6%
CCn1cc(/C=N\NC(=O)c2c[nH]c3ccccc23)c(C)n1 | 3% | 2% | 13% | 4% | 1.7%
Cc1c(C(=O)Nc2ccc(Cl)cc2)c2ccccn2c1C(=O)c1ccccc1 | 2% | 1% | 4% | 6% | 0.1%
Cc1ccc(-c2csc(C(C#N)=C(O)CN3CCN(C(=O)c4ccco4)CC3)n2)cc1 | · | 1% | · | · | 1.8%
CCn1c(=O)c2ccccc2n2c(SCC(=O)N3CCCc4ccccc43)nnc12 | -3% | -5% | -5% | -9% | 8.9%
CCCC(=O)NC(c1ccccc1OC)c1ccc2cccnc2c1O (stereo not given) | 29% | -2% | -2% | 6% | 11%
Cc1cc(S(=O)(=O)NCCc2ccccc2)c(C)s1 | 12% | -5% | 4% | -5% | i
Cn1c(SCC(=O)NCc2ccc3c(c2)OCO3)nnc1-c1c[nH]c2ccccc12 | 12% | -13% | -8% | -2% | 6.7%
O=C1CCc2cc(S(=O)(=O)N3CCC(C(=O)NCc4ccccn4)CC3)ccc2N1 | · | 1% | -8% | -3% | 0.5%
CC(=O)Nc1ccc(-c2csc(-c3cccnc3)n2)cc1 | 9% | -4% | -4% | 3% | 2.2%
COc1ccc(-c2cc(=O)oc3cc(OC(C)C(=O)Nc4ccc(CN5CCOCC5)cc4)ccc23)cc1 (stereo not given) | 61% | 5% | 5% | ? | 1.6%
CC1(C)CC(=O)C2=C(C1)OC1=C(C2)C(=O)CC(C)(C)C1 | 1% | -5% | -1% | 5% | 0.7%
O=C(NCc1ccccc1Cl)c1csc2c1CCCCC2 | 0% | -5% | -12% | 8% | 1.3%

Profiles, quoted from the list.
Cc1c(C(=O)Nc2ccc(Cl)cc2)c2ccccn2c1C(=O)c1ccccc1 in the list: tuberculosis growth = 2%; H1N1 NS1A inhibition = 1%; Salmonella PhoP GFP = 4%; H37Rv inhibition = 6%; inhibitors of VEEV = 0.1%
CCn1c(=O)c2ccccc2n2c(SCC(=O)N3CCCc4ccccc43)nnc12 in the list: tuberculosis growth = -3%; H1N1 NS1A inhibition = -5%; Salmonella PhoP GFP = -5%; H37Rv inhibition = -9%; inhibitors of VEEV = 8.9%
